rCAG binder – r(CAG) repeat RNA binding; TO-PRO-1 dye displacement fluorescence; AID 651821; actives 1.3% (n = 370,000); inhibition, % at 3 µM;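 active = inhibition above the plate cutoff, the mean of all test compounds on that plate plus 3 SD, cut at about 35% in these data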;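 note: 0% = DMSO alone and 100% = 100 µM mitoxantrone as full dye displacement; higher means more dye released from RNA so lower well fluorescence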
TCR CD3 inh – blocks the human TCR-CD3 interaction; TAMRA-labeled TCR probe fluorescence, biochemical; inhibition, % at 9.4 µM; actives 0.37% (n = 360,000); AID 651800; in the data active = inhibition above about 19%;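 note: recombinant mutant TCR 2C K166C tagged with TAMRA read by polarization; 0% = receptor in buffer alone and 100% = receptor with positive control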
MBD2 inh – inhibitors of human MBD2 binding to methylated oligonucleotide. TR-FRET. inhibition, % at 4.4 µM. actives 0.31% (n = 370,000); in the data active = inhibition above about 13%
Target sequence (Q9UBB5 whole entry, looked up): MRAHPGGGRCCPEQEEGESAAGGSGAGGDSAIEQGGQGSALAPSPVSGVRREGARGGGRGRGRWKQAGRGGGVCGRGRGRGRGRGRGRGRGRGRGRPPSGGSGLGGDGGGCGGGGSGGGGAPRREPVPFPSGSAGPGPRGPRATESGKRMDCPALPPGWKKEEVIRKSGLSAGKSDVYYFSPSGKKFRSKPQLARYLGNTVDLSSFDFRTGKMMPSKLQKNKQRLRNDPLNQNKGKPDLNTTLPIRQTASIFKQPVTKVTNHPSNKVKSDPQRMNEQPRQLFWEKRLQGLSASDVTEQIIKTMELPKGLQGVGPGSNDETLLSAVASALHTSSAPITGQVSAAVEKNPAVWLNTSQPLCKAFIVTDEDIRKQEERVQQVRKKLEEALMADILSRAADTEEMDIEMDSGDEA
PRMT1 inh – blocks human protein arginine methyltransferase 1; Q99873; recombinant PRMT1, activity-based probe fluorescence polarization; inhibition, % at 2.79 µM; actives 1.3% (n = 370,000);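 active = inhibition above about 21% made by adding two undisclosed values, limit read from the data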
Target sequence (Q99873 whole entry, looked up): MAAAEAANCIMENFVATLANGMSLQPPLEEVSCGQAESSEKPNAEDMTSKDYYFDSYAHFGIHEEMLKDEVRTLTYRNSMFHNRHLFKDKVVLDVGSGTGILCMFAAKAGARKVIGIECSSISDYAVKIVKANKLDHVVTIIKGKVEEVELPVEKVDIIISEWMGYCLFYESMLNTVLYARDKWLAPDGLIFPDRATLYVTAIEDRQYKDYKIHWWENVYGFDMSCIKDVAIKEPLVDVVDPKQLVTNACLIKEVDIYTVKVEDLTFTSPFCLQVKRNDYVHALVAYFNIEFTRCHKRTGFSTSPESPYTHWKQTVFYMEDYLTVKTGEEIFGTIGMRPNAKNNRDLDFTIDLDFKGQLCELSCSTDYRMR
HTRA1 inhibitor – HTRA1 (human) protease inhibition; AID 504803; inhibition, % at 5.96 µM; actives 0.5% (n = 340,000); recombinant HTRA1, FP-rhodamine activity-based probe, fluorescence polarization; in the data active = inhibition above about 36%;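 note: 0% = enzyme with DMSO and 100% = wells lacking enzyme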
LEDGF integ inh – blocks HIV-1 LEDGF/p75-dependent DNA integration | TR-FRET IN-LEDGF/p75 DNA integration, Eu/Cy5 | inhibition, % at 3.7 µM | actives 0.64% (n = 370,000) | AID 743269;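 active = inhibition above the screen-wide mean plus 3 SD, cut at about 13% in these data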;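 note: signal is the Cy5 over europium emission ratio at 671 and 618 nm; 0% = plate median of compound wells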
PG9 Ab binder – binds the HIV-1 gp120 antibody PG9. TR-FRET gp120-PG9 antibody binding. inhibition, % at 6.7 µM. actives 0.43% (n = 360,000); in the data active = inhibition above about 8.5%
Rev-erbA mod – Rev-erb alpha (human) modulation; Rev-erbα–FITC-DNA binding, fluorescence polarization, 90 min; actives 0.79% (n = 370,000); P20393; activity, % at 10 µM;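 active = activity above about 14%, limit read from the data; passing the limit was not always enough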;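 note: 0% = DMSO wells with 35 nM protein and 100% = DMSO wells with 750 nM protein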
UHRF1 MBD2 ctr – blocks human UHRF1 binding to methylated DNA. Q96T88. UHRF1 binding to methylated oligo, TR-FRET. inhibition, % at 4.4 µM. actives 0.75% (n = 370,000); in the data active = inhibition above about 21%;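 note: UHRF1 SRA domain binding a hemimethylated CpG hairpin DNA probe; 0% = median of test compound wells and 100% = reference inhibitor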
ABHD4 inh – inhibitors of mouse ABHD4; Q8VD66; purified mABHD4, FP-Rh probe fluorescence polarization; inhibition, % at 8.92 µM; actives 0.54% (n = 370,000); AID 720543;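 active = inhibition exceeding the mean over every tested compound plus 3 SD, cut at about 30% in these data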;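 note: 0% = plate median of compound wells and 100% = S159A mutant with DMSO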
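Assay system: mouse ABHD4 enzyme, wild type / Also added: fluorescent activity-based probe FP-Rh / Doses: single nominal dose of 8.92 µM, 0.89% DMSO final / Timing: 45 min compound pre-incubation plus 60 min probe step, 25 °C / Signal: FP readout, ex 525 nm / em 598 nm / Control set: S159A mutant/DMSO as 100%, compound-well median as 0%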
Starred values were filed as active, the others as inactive; . = no result given.

no. | mol | rCAG binder | TCR CD3 inh | MBD2 inh | PRMT1 inh | HTRA1 inhibitor | LEDGF integ inh | PG9 Ab binder | Rev-erbA mod | UHRF1 MBD2 ctr | ABHD4 inh
1 | COc1cccc2cc(C(C)N(CCCN3CCOCC3)C(=S)Nc3cccc(C)c3)oc12 (configuration not stated) | -8 | 6 | 7 | -8 | -8 | 2 | -0.2 | 4 | -1 | -1
2 | O=C(CN1C(=O)C2CCCCC2C1=O)OCC(=O)c1ccc(Cl)s1 (configuration not stated) | -5 | -2 | 6 | 1 | -3 | -2 | 1.1 | -4 | 15 | 1
3 | O=C(CNC(=O)Cn1cnc2sc3c(c2c1=O)CCCC3)NCc1ccccn1 | -3 | 1 | -3 | 0 | 1 | 1 | -1.0 | 4 | 1 | -3
4 | COCCNC(=O)C1(C)CCCN(C(=O)c2ccc(C(=O)OC)cc2)C1 (configuration not stated) | -1 | 0 | 16* | -1 | . | 15* | 1.2 | 0 | 20 | 8
5 | CCOC(=O)c1ccc(OS(=O)(=O)c2ccccc2)c(OC)c1 | -9 | 1 | 6 | -2 | -2 | 2 | -0.7 | -1 | 2 | 0
6 | CN(C)S(=O)(=O)n1cc(/C=C(\NC(=O)c2ccccc2)C(=O)N2CCOCC2)c2ccccc21 | -3 | 8 | 3 | -3 | 0 | 2 | -0.4 | 5 | -2 | -2
7 | CCNc1nc(SCC(=O)OC)nc(N(C)C)n1 | 0 | 7 | 1 | -1 | 8 | 0 | 0.4 | -2 | 0 | 2
8 | COc1ccc(OC)c(-c2csc(N(C)C(=O)Cc3ccccc3)n2)c1 | 3 | 3 | 1 | 2 | -16 | -4 | -1.2 | 0 | 1 | 24
9 | CC1CCN(CC(O)COc2ccc(F)cc2)CC1 (configuration not stated) | -1 | 5 | 4 | -3 | -4 | 2 | -1.0 | -5 | -1 | 2
10 | Cc1ccc(Cn2c(C(=O)O)cc3sccc32)cc1 | 3 | -6 | 9 | 11 | -5 | 2 | 0.4 | 9 | 6 | -4
11 | Cc1cc(/C=C2\SC(=S)N(C)C2=O)c(C)n1-c1ccccc1O | 17 | -9 | -1 | -4 | -33 | 4 | 1.2 | 4 | -3 | -19
12 | COc1ccc(C(=O)c2no[n+]([O-])c2C(=O)c2ccc(OC)cc2)cc1 | 0 | 2 | 3 | 2 | -4 | 2 | 1.2 | -4 | 0 | 3
13 | COCCNC(=O)/C(C#N)=C/c1c(N2CCCCCC2)nc2c(C)cccn2c1=O | -4 | 3 | -2 | 0 | 2 | 1 | -3.7 | -6 | -1 | 0
14 | CCc1ccc(NC(=O)C(C)OC(=O)CC(NC(C)=O)c2ccccc2)cc1 (configuration not stated) | -1 | 6 | -3 | 0 | 5 | 0 | -0.6 | -7 | 0 | 7
15 | O=C(CCc1ccc(S(=O)(=O)NCc2ccccc2)cc1)N1CCN(Cc2ccc3c(c2)OCO3)CC1 | 0 | -4 | -3 | 1 | -13 | -1 | 0.4 | -10 | 1 | -3
16 | CN(C)c1ccc(-c2ccnc3c2CC(C)(C(=O)NCc2ccncc2)O3)cc1 (configuration not stated) | 1 | -1 | 1 | -3 | . | -2 | -1.6 | -6 | 2 | 6
17 | O=C(NNC(=O)c1cccs1)c1ccc2ccccc2c1 | 0 | 2 | 1 | -2 | -3 | 3 | -1.9 | -2 | -2 | 3
18 | CCN1CCc2c(sc(NC(=O)c3ccc(S(=O)(=O)N4CCOCC4)cc3)c2C(N)=O)C1 | 6 | 9 | -1 | 0 | -2 | 2 | -2.3 | -4 | 2 | 1
19 | O=C(O)c1cc(S(=O)(=O)N2CCOCC2)ccc1N1CCCCC1 | -1 | 8 | 4 | 1 | -5 | -3 | -1.7 | -4 | 2 | -1
20 | Cc1ccc(NC(=O)c2ccc(OCc3c(C)noc3C)cc2)c(C)c1 | -2 | 0 | -4 | -6 | -3 | 2 | -0.3 | 0 | 2 | -5
21 | CC(=O)c1ccc(-n2c(-c3cc(-c4ccco4)[nH]n3)n[nH]c2=S)cc1 | 11 | 10 | -3 | 12 | -1 | 4 | -2.0 | -6 | 0 | 8
22 | COC(=O)c1ccc(NC(=O)C(C)N2C(=O)c3ccccc3C2=O)cc1 (configuration not stated) | -1 | 5 | 7 | -3 | 2 | -4 | -1.0 | -7 | 1 | -2
23 | Cc1c(OCC(=O)NCCCN2CCOCC2)ccc2c3c(c(=O)oc12)CCCC3 | -6 | 5 | 1 | -2 | 0 | 1 | 0.3 | 1 | -2 | 7
24 | Cc1cc(NC(=O)CCC(=O)N(CC2CCCO2)C(C(=O)NC2CCCC2)c2ccccc2C)no1 (configuration not stated) | -10 | 11 | -1 | -2 | -2 | -4 | -0.8 | -2 | -5 | 9
25 | CCCCC(=O)Nc1ccc(NC(=O)c2ccccc2[N+](=O)[O-])cc1OC | -3 | 7 | -8 | -1 | 0 | -4 | 0.3 | 0 | -1 | 3
26 | COC(=O)c1ccc(NC(=S)N2CCN(CCO)CC2)cc1 | 0 | 8 | 0 | -1 | 12 | 1 | -1.4 | 1 | -4 | -2
27 | CCOc1ccc(-c2nc(C)c(C(C)=O)n2O)cc1 | 0 | 2 | 3 | 1 | 0 | -3 | -3.2 | -2 | -1 | 4
28 | COc1ccc(-c2nc(C#N)c(NCc3ccco3)o2)cc1 | -3 | -1 | -4 | 1 | -21 | -1 | -1.0 | -2 | -1 | 4
29 | O=C(CCN1C(=O)C2C3CC(C(Br)C3Br)C2C1=O)OCC(=O)c1cccc([N+](=O)[O-])c1 (configuration not stated) | 1 | -7 | -1 | 1 | -3 | 1 | 0.3 | 3 | 1 | 6
30 | COc1ccc(/C=C/C(=O)NCc2cccnc2)cc1 | 3 | -4 | -4 | -3 | 5 | 3 | -3.9 | -1 | -4 | -1
31 | CCCCN(C)CCC(=O)Nc1ccc(C)cc1 | 1 | -4 | 2 | -4 | 3 | 3 | -0.5 | -3 | 0 | 4
32 | Cc1cc(Cl)c2oc(C(=O)NCCN3CCCCC3CO)c(C)c2c1 (configuration not stated) | 2 | 1 | 9 | 3 | -24 | -1 | 1.1 | 5 | 2 | -7
33 | C/C(CC(=O)Nc1ccccc1Cl)=N\NC(=O)C(=O)NCCO | 4 | -4 | 1 | 2 | 6 | 5 | 1.3 | 1 | 3 | 3
34 | O=C(CSc1nnc(N2CCCC2)n1-c1ccccc1Cl)N1CCN(c2ccccn2)CC1 | 1 | 0 | -3 | -3 | -3 | 0 | -0.8 | -10 | 0 | 1
35 | COc1ccc(-c2nc3c(C)cc(Br)cn3c2Cc2ccccc2C(F)(F)F)cc1OC | 13 | 12 | 0 | 0 | . | -2 | 2.7 | 11 | 12 | -1
36 | COc1ccc(NC(=O)CSc2cc(C)nc3c(-c4ccccc4)cnn23)cc1 | -1 | -2 | 3 | -2 | 5 | 0 | -2.5 | 7 | 1 | 3
37 | CC(=O)NC(C(=O)c1ccccc1)C(=O)c1ccccc1 | 0 | 3 | -5 | 1 | 4 | 1 | 0.1 | -6 | 0 | -7
38 | Cc1n[nH]c(C)c1NC(=O)CN1CCN(S(=O)(=O)c2ccc(C(F)(F)F)cc2)CC1 | 1 | -4 | 3 | 6 | -5 | 1 | 1.0 | 2 | 0 | 18
39 | O=C(COc1ccc(Br)cc1)NCCN1CCCC1 | -3 | -11 | -1 | 0 | -1 | 0 | 0.0 | -4 | 0 | 0
40 | CN(C(=O)C1CCOC1)c1nnc(-c2cccnc2)s1 (configuration not stated) | -2 | -6 | 2 | 0 | 2 | -2 | 0.4 | -1 | 2 | 7
41 | CCN(CC)S(=O)(=O)c1cccc(C(=O)Nc2nncs2)c1 | 3 | 11 | -4 | -2 | 5 | 1 | -1.7 | -5 | 0 | -1
42 | COC(=O)c1ccc(-c2ccco2)n1Cc1ccccc1Cl | 0 | 4 | -1 | 0 | -18 | 0 | -1.6 | 8 | -1 | -7
43 | C/C(=N\Nc1cccc(Cl)c1)c1ccc(-n2ccnc2)cc1 | 7 | 10 | 3 | -2 | -10 | 3 | 1.0 | 0 | -2 | 11
44 | CCOc1ccc(N2CC(O)(c3cccs3)[N+]3=C2CCCC3)cc1 (configuration not stated) | -1 | 3 | -3 | -8 | 6 | 4 | -1.2 | 7 | 2 | 5
45 | O=C(NCCN1C(=O)S/C(=C/c2ccccc2)C1=O)C1CCCN1C(=O)c1cccs1 (configuration not stated) | -2 | 9 | 3 | 2 | 5 | 3 | -2.9 | 0 | -2 | 5
46 | COc1ccc(C2CC(c3cccs3)=NN2C(=O)CSc2nnnn2C)cc1OC (configuration not stated) | 1 | -4 | 1 | -6 | 0 | 3 | -0.7 | -4 | 0 | 5
47 | CCOC(=O)c1ccc(-c2ccc(/C=C(\C#N)C(=O)NCC3CCCO3)o2)cc1 (configuration not stated) | 0 | -4 | -1 | 2 | -3 | -1 | 0.8 | 2 | 0 | -1

Not a retest: an excerpt of the list.
no. | mol | rCAG binder | TCR CD3 inh | MBD2 inh | PRMT1 inh | HTRA1 inhibitor | LEDGF integ inh | PG9 Ab binder | Rev-erbA mod | UHRF1 MBD2 ctr | ABHD4 inh
1 | COc1cccc2cc(C(C)N(CCCN3CCOCC3)C(=S)Nc3cccc(C)c3)oc12 (configuration not stated) | -8 | 6 | 7 | -8 | -8 | 2 | -0.2 | 4 | -1 | -1
2 | O=C(CN1C(=O)C2CCCCC2C1=O)OCC(=O)c1ccc(Cl)s1 (configuration not stated) | -5 | -2 | 6 | 1 | -3 | -2 | 1.1 | -4 | 15 | 1
3 | O=C(CNC(=O)Cn1cnc2sc3c(c2c1=O)CCCC3)NCc1ccccn1 | -3 | 1 | -3 | 0 | 1 | 1 | -1.0 | 4 | 1 | -3
4 | COCCNC(=O)C1(C)CCCN(C(=O)c2ccc(C(=O)OC)cc2)C1 (configuration not stated) | -1 | 0 | 16* | -1 | . | 15* | 1.2 | 0 | 20 | 8
5 | CCOC(=O)c1ccc(OS(=O)(=O)c2ccccc2)c(OC)c1 | -9 | 1 | 6 | -2 | -2 | 2 | -0.7 | -1 | 2 | 0
6 | CN(C)S(=O)(=O)n1cc(/C=C(\NC(=O)c2ccccc2)C(=O)N2CCOCC2)c2ccccc21 | -3 | 8 | 3 | -3 | 0 | 2 | -0.4 | 5 | -2 | -2
7 | CCNc1nc(SCC(=O)OC)nc(N(C)C)n1 | 0 | 7 | 1 | -1 | 8 | 0 | 0.4 | -2 | 0 | 2
8 | COc1ccc(OC)c(-c2csc(N(C)C(=O)Cc3ccccc3)n2)c1 | 3 | 3 | 1 | 2 | -16 | -4 | -1.2 | 0 | 1 | 24
9 | CC1CCN(CC(O)COc2ccc(F)cc2)CC1 (configuration not stated) | -1 | 5 | 4 | -3 | -4 | 2 | -1.0 | -5 | -1 | 2
10 | Cc1ccc(Cn2c(C(=O)O)cc3sccc32)cc1 | 3 | -6 | 9 | 11 | -5 | 2 | 0.4 | 9 | 6 | -4
11 | Cc1cc(/C=C2\SC(=S)N(C)C2=O)c(C)n1-c1ccccc1O | 17 | -9 | -1 | -4 | -33 | 4 | 1.2 | 4 | -3 | -19
12 | COc1ccc(C(=O)c2no[n+]([O-])c2C(=O)c2ccc(OC)cc2)cc1 | 0 | 2 | 3 | 2 | -4 | 2 | 1.2 | -4 | 0 | 3

A portion of the library; the hit share may differ from the screen's.
